High-throughput results deposited in PubChem BioAssay by National Center for Advancing Translational Sciences (NCATS).
MmCpn inh: M. maripaludis TRiC chaperonin inhibition | purified Mm-Cpn ATPase, ADP Transcreener TR-FRET | Potency, µM (doses to about 76.9 µM), inactives show top-dose activity, negative = inhibition, actives largely listed as inhibitors | 330,000 compounds, 0.031% hits | AID 504842; note: potency is the fitted concentration of half-maximal effect; % is set by controls: 0 for no effect and ±100 for the full control effect; nearly all actives have a fitted effect of over 80% in size
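ATPase read-out: TR-FRET ADP immunoassay (anti-ADP Eu cryptate vs ADP-d2), ex 320 nm, em 590/665 nm; signal drops as ADP forms. Enzyme 25 nM, ATP 10 uM, 30 min at 37°C after 10 min compound preincubation.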
EPAC2 agonist: activates human EPAC2 exchange factor; EPAC2 activation, biochemical qHTS; response scale: 100% = 6.5 mM cAMP response; Potency, µM (titrated, usually from 154 µM), without a hit: at the highest dose activation, most hits filed as activators; 360,000 compounds, 0.079% hits; note: potency is the fitted concentration of half-maximal effect; nearly all actives have a fitted effect of over 50% in size
Target sequence (Q8WZA2 whole entry, looked up): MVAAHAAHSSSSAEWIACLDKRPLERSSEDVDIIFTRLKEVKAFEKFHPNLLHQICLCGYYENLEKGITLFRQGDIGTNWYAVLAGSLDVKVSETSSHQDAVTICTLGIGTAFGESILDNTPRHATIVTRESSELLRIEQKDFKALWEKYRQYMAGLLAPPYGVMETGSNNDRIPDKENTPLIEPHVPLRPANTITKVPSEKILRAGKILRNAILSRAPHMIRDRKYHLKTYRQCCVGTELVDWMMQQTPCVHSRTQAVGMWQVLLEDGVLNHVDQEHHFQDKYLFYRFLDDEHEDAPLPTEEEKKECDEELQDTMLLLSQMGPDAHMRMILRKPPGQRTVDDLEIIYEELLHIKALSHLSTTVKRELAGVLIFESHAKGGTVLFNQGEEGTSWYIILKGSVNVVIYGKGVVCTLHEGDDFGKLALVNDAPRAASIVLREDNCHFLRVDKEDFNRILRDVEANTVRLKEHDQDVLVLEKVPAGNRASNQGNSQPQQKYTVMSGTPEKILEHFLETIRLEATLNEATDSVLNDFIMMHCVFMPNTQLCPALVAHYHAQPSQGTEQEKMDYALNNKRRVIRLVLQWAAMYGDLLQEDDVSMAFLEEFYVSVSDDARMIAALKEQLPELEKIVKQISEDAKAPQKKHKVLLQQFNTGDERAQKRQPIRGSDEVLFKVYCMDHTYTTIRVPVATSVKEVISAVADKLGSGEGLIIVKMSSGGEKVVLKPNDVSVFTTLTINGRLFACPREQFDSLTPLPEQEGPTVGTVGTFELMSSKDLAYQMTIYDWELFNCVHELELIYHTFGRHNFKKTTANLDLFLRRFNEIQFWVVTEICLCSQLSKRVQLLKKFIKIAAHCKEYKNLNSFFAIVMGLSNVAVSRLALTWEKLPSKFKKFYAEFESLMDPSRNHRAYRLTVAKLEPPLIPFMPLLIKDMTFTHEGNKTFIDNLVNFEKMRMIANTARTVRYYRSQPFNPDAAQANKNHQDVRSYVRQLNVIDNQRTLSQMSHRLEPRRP
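qHTS, titration series. 100 nM EPAC2 / 250 nM Rap1B-BODIPY-GDP / 50 uM GDP; RT; ex 480/em 540 nm, 5-min reads to 30 min. Norm. to 6.5 mM cAMP = activation.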
A549 tox: kills or reduces viability of A549 cells in Nrf2 counter-screen. A549 ARE-Fluc cells, CellTiter-Fluor viability, 18-24 h. Potency, µM (series often up to 46 µM), without a hit: at the top dose activity change, negative = cytotoxicity, most hits filed as inhibitors. 390,000 compounds, 0.16% hits. AID 504648; note: potency is the fitted concentration of half-maximal effect; % is set by controls: 0 for no effect and ±100 for the full control effect
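A549 ARE-Fluc cells in 5% FBS OPTI-MEM, 5000 cells/well, rested 2 h then exposed to compounds in concentration-response for 18-24 h at 37 °C. Viability by CellTiter-Fluor fluorescence (Ex 405/Em 525) after 30 min; luciferase luminescence (BugLite, 15 min, RT) read afterwards.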
pAkt inh: Akt phosphorylation inhibition. 360,000 compounds, 0.32% hits. activity change, % for hits at 50 µM. Neuro2A IGF-stimulated pAkt S473 HTRF, 20 min; hits give low values; in the data active = activity change below about -80%; inconclusive = mostly about -51% to -80%; note: % is set by controls: 0 for no effect and ±100 for the full control effect
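Neuro2A cells in DMEM with 0.5% FBS, overnight at 37 deg C, given compound at single 50 µM final, then IGF (6 nM final) for 20 min at 37 deg C. Lysed; phospho-Akt Ser473 by HTRF after 24 h, 665/615 ratio.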
EPAC2 antag: blocks human EPAC2 exchange factor. 360,000 compounds, 0.18% hits. Potency, µM (highest dose often 114 µM), inactives show at the highest dose activity, negative = inhibition, usual class: inhibitors. Q8WZA2. EPAC2 GEF exchange of Rap1B-BODIPY-GDP, fluorescence; note: potency is the fitted concentration of half-maximal effect; % is set by controls: 0 for no effect and ±100 for the full control effect; nearly all actives have a fitted effect of over 45% in size; many of its hits are not listed in these tables
Nrf2 activator: Nrf2 pathway activation. 410,000 compounds, 0.31% hits. AREc32 ARE-luciferase reporter (MCF7-derived line), luminescence, 24 h. Potency, µM (titrated, usually from 46.1 µM), for inactives: at the top dose activation, usual class: activators; note: potency is the fitted concentration of half-maximal effect; % of control where 0% means no effect; nearly all actives have a fitted effect of over 65% in size
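For detection, Steady-Glo was added and plates sat 30 min at RT; before that, AREc32_Fluc cells grown overnight in OPTI-MEM/5% FBS had been treated with 23 nL compound for 24 hr at 37 deg C.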
Nrf2 block: Nrf2 pathway inhibition | A549 ARE-Fluc reporter, luciferase luminescence, 18-24 h | 360,000 compounds, 2.1% hits | Potency, µM (top dose mostly 46 µM), for the others: at the highest dose activity change, negative = inhibition, most hits filed as inhibitors | AID 504444; note: potency is the fitted concentration of half-maximal effect; % is set by controls: 0 for no effect and ±100 for the full control effect; nearly all actives have a fitted effect of over 60% in size
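In this cell-based qHTS, ARE-driven firefly luciferase in A549 cells reports Nrf2 activity; the luminescent signal after BugLite lysis is the measured value, with a prior CellTiter-Fluor read for cell health.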
TGFb SMAD3 inh: inhibitors of TGF-b signaling | HepG2 CAGA-GFP TGF-b/SMAD3 reporter, GFP fluorescence, 18 h; TGF-beta stimulated, 500 pg/mL final | Potency, µM (series often up to 46.1 µM), for inactives: at the top dose activity, negative = inhibition, actives largely listed as inhibitors | 410,000 compounds, 1.2% hits | AID 588855; note: potency is the fitted concentration of half-maximal effect; % is set by controls: 0 for no effect and ±100 for the full control effect; nearly all actives have a fitted effect of over 65% in size
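Inhibition of TGF-beta-driven CAGA-GFP reporter expression in HEPG2 cells is measured by cellular GFP fluorescence after 18 h stimulation with 500 pg/mL recombinant TGF-beta in 1% FBS medium at 37 degrees C.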
CCT modulator: cytosolic chaperonin activity modulation. activity change, % (concentration not given with the values), hits read low. 360,000 compounds, 0.3% hits. purified chaperonin ATPase assay, HTRF ADP detection, 30 min; in the data active = activity change below about -30%; note: % is set by controls: 0 for no effect and ±100 for the full control effect
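TRiC at 40 or 20 nM final (batch-dependent) in 30 mM Tris pH 7.4, 100 mM KCl, 5 mM MgCl2, 1 mM DTT, with compound at single 76 uM and 10 uM ATP, 30 min at 37 deg C. ADP detected by HTRF Transcreener, 665/615 ratio.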
Numbers without * were called inactive; i = inactive; ? = inconclusive; . = not tested or not shown. Unless noted, calls come from the whole dose curve; as a rule, active = well fitted curve in the direction sought with a large enough effect; inconclusive = small, poorly fitted or top-dose-only effect, or another doubt; inactive = no such curve, though single readings can be large; an effect the other way counts as inactive or inconclusive.

Each structure is followed by: MmCpn inh | EPAC2 agonist | A549 tox | pAkt inh | EPAC2 antag | Nrf2 activator | Nrf2 block | TGFb SMAD3 inh | CCT modulator
CC(=O)Nc1c(O)nc(SCc2ccccc2C#N)[nH]c1=O
 : 2.2% | 4.8% | -5.2% | i | 13.5% | -0.2% | 15.6% | -1.3% | 1.8
COc1ccc2[nH]c3c(c2c1)CCN(C(=O)CCC1CCCC1)C3c1ccc(F)cc1 (stereo not drawn)
 : . | . | 2.6% | . | . | -0.1% | ? | -31.3% | .
CCN1CCc2nc3sc(C(=O)Nc4cccc(Cl)c4C)c(N)c3cc2C1
 : . | . | -13.5% | . | . | 9.3% | ? | -5.6% | .
CCC(C)NC(=O)C1CCN(S(=O)(=O)c2cccc3nonc23)CC1 (stereo not drawn)
 : -1.1% | 2.4% | -4.2% | i | 7.2% | -0.1% | -8.7% | -3.5% | -2.3
Cc1nc(NC(=O)C(C)(C)C)sc1C(=O)Cn1cc(CCCC#N)nn1
 : . | 7.0% | . | i | 0.5% | 0.5% | . | . | -2.2
Cc1ccc(S(=O)(=O)CCC(=O)Nc2cccc(Cl)c2)cc1
 : -2.4% | 7.1% | -2.3% | i | -8.9% | -0.2% | 11.2% | -4.2% | -0.5
CCc1ccccc1NC(=O)CSc1ncc2c(n1)-c1cc(Cl)ccc1N(Cc1ccccc1)S2(=O)=O
 : . | . | 4.0% | . | . | -1.1% | ? | ? | .
CC(=O)N1CCOc2ccc(S(=O)(=O)NCc3ccc(Cl)cc3)cc21
 : -6.1% | 9.5% | 0.0% | i | -3.5% | -0.2% | 0.3% | -0.3% | -1.9
COc1ccccc1-c1cc(C(F)(F)F)n2ncc(C(=O)N3CCc4ccccc4C3)c2n1
 : -2.0% | 7.7% | -17.5% | i | -4.4% | -0.4% | ? | ? | 0.8
Cc1ccc(NCc2nnc(SCC(=O)O)n2-c2ccc(C)cc2)cc1
 : -1.5% | 1.9% | -1.1% | i | 2.0% | 0.3% | 14.4% | -1.5% | 1.2
Cc1ccc(Oc2ccc(C(=O)NCc3ccncc3)cc2)cc1
 : -9.5% | 0.2% | -16.1% | i | 3.0% | 2.9% | ? | -15.2% | 0.2
N#Cc1cccc2cnccc12
 : -2.6% | 14.1% | 2.9% | i | 0.3% | -0.3% | -16.5% | 9.1% | -1.1
CCN(c1ccccc1)c1nnc(NC(=O)Nc2ccccc2F)s1
 : . | . | -1.3% | . | . | 2.5% | ? | -5.1% | .
Cc1ccccc1S(=O)(=O)N1C[C@H]2CON(C)[C@H]2C[C@H]1c1cccc(Oc2ccccc2)c1
 : . | 2.4% | 1.4% | i | -20.9% | 0.1% | -21.2% | 25.8% | -5.5
COc1ccc(CCN2C(=O)CSC2c2ccc(F)cc2)cc1 (stereo not drawn)
 : -0.6% | 10.0% | 6.6% | i | -13.8% | 4.0% | -19.2% | -2.8% | -2.0
CCCNC(=O)NC(=O)COC(=O)c1cccc(NS(=O)(=O)c2ccc(F)c(F)c2)c1
 : -0.6% | -11.4% | -0.6% | i | 3.8% | 0.2% | 19.5% | -4.4% | 1.0
Cc1cc(OC(C)C(=O)NCCCN2CCOCC2)ccc1Cl (stereo not drawn)
 : 0.4% | 13.6% | -5.9% | i | 19.8% | 0.3% | 10.4% | 13.7% | 3.5
O=C(OCn1nnc2ccccc2c1=O)C1CCCCC1
 : -0.5% | 5.4% | 1.7% | i | -0.4% | -0.6% | 9.2% | 3.4% | -0.9
CCc1ccccc1N(CC(=O)NCCSCc1ccco1)S(C)(=O)=O
 : -0.9% | 0.3% | 6.8% | i | -1.0% | 0.0% | 9.5% | -14.1% | -4.3
CC1(C)Oc2ccc(NC(=O)c3ccco3)cc2O1
 : 1.5% | -2.7% | 0.0% | i | -0.4% | 2.1% | ? | -5.9% | 2.0
Cc1ccc(CNC(=O)C2CCN(S(=O)(=O)c3cccnc3)CC2)cc1
 : -0.2% | -2.4% | -7.8% | i | 13.1% | -0.7% | 2.8% | -3.7% | -6.0
Cc1cc2c(cc1C)NC(c1c(C)n(C)n(-c3ccccc3)c1=O)C1=C(CC(C)(C)CC1=O)N2 (stereo not drawn)
 : 0.7% | 7.0% | 10.3% | i | 24.7% | 9.2% | 11.8% | 1.2% | 2.8
O=c1c2cccnc2n(Cc2ccc(Cl)cc2)c(=O)n1Cc1ccc(F)cc1
 : . | . | 2.7% | . | . | 0.2% | 3.6% | -2.6% | .
N#CCCN1CCN(C(=S)c2ccc(-c3cccc(Cl)c3)o2)CC1
 : -3.7% | 21.0% | -6.6% | i | -2.7% | 5.9% | ? | ? | 0.7
Cc1cc(-n2cccn2)ccc1CN1CCN(CC(C)C)C(CCO)C1 (stereo not drawn)
 : 2.2% | 10.8% | 8.3% | i | -2.7% | -0.8% | 19.1% | 4.6% | 0.6
CCN(CC)c1ccc(S(=O)(=O)N(CC)CC)cc1NC(=O)c1cccnc1
 : -3.5% | 1.3% | -1.3% | i | -3.1% | 2.8% | ? | 3.9% | -0.9
CCOC(=O)N1CCC(=NNC(=O)COc2ccc(OC)cc2)CC1
 : 4.5% | 3.5% | 6.3% | i | -1.4% | -0.7% | -10.5% | -6.5% | -2.2
CCCCNC(=O)C1c2ccccc2Oc2ccccc21
 : -0.9% | 4.7% | -4.5% | i | 3.7% | 1.3% | -3.7% | 18.5% | -2.9
COc1cc(=O)n2c(-c3ccccc3)csc2n1
 : -0.7% | 2.8% | -0.2% | i | 2.3% | 2.1% | 5.5% | 0.0% | -0.6
COC(=O)c1nnn(-c2ccc(Cl)cc2)c1C(=O)OC
 : . | . | 2.3% | . | . | -0.4% | ? | 2.8% | .
CNC(=O)c1sc(NCc2ccccc2OC)nc1C
 : -3.0% | 7.1% | 1.6% | i | 4.1% | 0.4% | ? | 20.6% | -1.2
CCOC(=O)N1CCN(C(=O)c2cnn3c(C(F)F)cc(-c4ccc(C)cc4)nc23)CC1
 : 0.7% | -9.2% | -1.7% | i | 1.3% | -0.4% | . | -27.4% | -6.9
COc1cc(C(=O)Nc2ccc(C)cc2)c2ccccc2n1
 : -1.7% | -5.9% | 0.4% | i | 4.1% | 0.7% | ? | -29.8% | -1.7
CC(C)OC(=O)c1ccc(COc2ccc3ccc(=O)oc3c2)o1
 : 1.0% | 8.3% | -0.2% | i | -0.1% | 9.9% | -1.6% | -42.3% | 0.0
CC(C)CCNC(=O)CCc1nnc2ccc(N3CCC(C)CC3)nn12
 : -1.4% | -0.7% | 0.0% | i | 3.5% | 0.5% | ? | -4.5% | -2.1
COC(=O)c1ccc(Cn2c(SCc3cccc(C)c3)nc3ccncc32)cc1
 : . | . | 0.9% | . | . | 7.0% | ? | ? | .
O=C(CCCn1c(=O)[nH]c2ccsc2c1=O)N1CCN(c2ccccn2)CC1
 : 1.3% | 1.2% | -0.4% | i | 10.8% | 0.2% | 7.0% | -0.8% | -1.1
CCOc1ccccc1NC(=O)CCn1c(=O)oc2ccccc21
 : 0.7% | 1.7% | . | i | -2.3% | -0.8% | -18.5% | 10.6% | -2.1
CCCCNC(=O)C(NC(=O)c1ccc(=O)[nH]c1)C(=O)c1ccccc1 (stereo not drawn)
 : . | 3.9% | . | i | -5.4% | 0.2% | . | 2.2% | -0.4
CC(C)(C)CNC(=O)c1ccc2c(c1)S(=O)(=O)c1cc(Cl)ccc1C2=O
 : -2.5% | -4.2% | -4.9% | i | -4.6% | 6.4% | 11.5% | 1.6% | -0.5
CCNc1nc(NCC)n2c(SCC(=O)Nc3ccc(OC(F)F)cc3)nnc2n1
 : 2.2% | 2.8% | -15.8% | i | 2.4% | -0.1% | 5.8% | -2.5% | -1.4
Cc1ccc(OCC(=O)OCCN2C(=O)c3ccccc3C2=O)cc1C
 : 0.3% | -1.1% | -1.5% | i | 15.2% | 0.2% | 15.2% | -4.1% | 1.6
COc1ccc(NC(=O)C(=O)N/N=C\c2ccc(CNC(=O)C(=O)Nc3ccc(C)c(C)c3)o2)c(OC)c1
 : -3.1% | -2.7% | -17.6% | i | 6.3% | 3.4% | -4.3% | -7.7% | -5.8
CCCCCCCCN1C(=O)[C@H](CC(=O)NCc2cccc3ccccc23)C[C@@]2(C(=O)OCC)CCCC=C12
 : . | 18.6% | . | i | -10.3% | -0.8% | . | . | -2.8
O=C(c1ccco1)N1CCC(c2ccccc2)C1 (stereo not drawn)
 : -26.2% | -8.0% | -3.8% | i | 4.5% | ? | ? | -0.9% | 0.9
Cc1ccc(C)c(CN2CCC(CNC(=O)C(CC(C)C)N3Cc4ccccc4C3=O)CC2)c1 (stereo not drawn)
 : . | . | -17.1% | . | . | 7.5% | ? | ? | .
Cc1cccc(C(=O)OCC(=O)N2CCN(C(=O)c3ccco3)CC2)c1O
 : 2.2% | -12.2% | -3.8% | i | 10.3% | -0.6% | 2.3% | 0.8% | -1.6
COC(=O)c1ccc(/C=N/n2cnnc2)cc1
 : 0.5% | 2.0% | 2.5% | i | 13.4% | -0.3% | 4.9% | -1.7% | -1.8
Cn1c(SCC(=O)NCc2ccco2)nnc1-c1cccs1
 : -1.1% | 6.1% | -0.7% | i | -3.9% | -0.6% | -3.8% | 1.4% | -1.0

Compound profiles, from the list above. Order of screens: MmCpn inh	EPAC2 agonist	A549 tox	pAkt inh	EPAC2 antag	Nrf2 activator	Nrf2 block	TGFb SMAD3 inh	CCT modulator
Listed for COC(=O)c1ccc(/C=N/n2cnnc2)cc1 → 0.5%	2.0%	2.5%	i	13.4%	-0.3%	4.9%	-1.7%	-1.8
Listed for CCNc1nc(NCC)n2c(SCC(=O)Nc3ccc(OC(F)F)cc3)nnc2n1 → 2.2%	2.8%	-15.8%	i	2.4%	-0.1%	5.8%	-2.5%	-1.4

These rows are one share of the data, so the mix of outcomes need not match the whole.
